Screens (PubChem)
GALK inhibitor = GALK (human) enzyme inhibition | Potency, µM (doses to about 57.5 µM), inactives show top-dose activity, negative = inhibition, most hits filed as inhibitors | 44,000 tested, under 10 active | P51570 | recombinant GALK, Kinase-Glo ATP luminescence, 1 h;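 also: plate controls were full GALK reaction for no effect and reaction lacking GALK for full effect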
Target sequence (P51570 whole entry, looked up): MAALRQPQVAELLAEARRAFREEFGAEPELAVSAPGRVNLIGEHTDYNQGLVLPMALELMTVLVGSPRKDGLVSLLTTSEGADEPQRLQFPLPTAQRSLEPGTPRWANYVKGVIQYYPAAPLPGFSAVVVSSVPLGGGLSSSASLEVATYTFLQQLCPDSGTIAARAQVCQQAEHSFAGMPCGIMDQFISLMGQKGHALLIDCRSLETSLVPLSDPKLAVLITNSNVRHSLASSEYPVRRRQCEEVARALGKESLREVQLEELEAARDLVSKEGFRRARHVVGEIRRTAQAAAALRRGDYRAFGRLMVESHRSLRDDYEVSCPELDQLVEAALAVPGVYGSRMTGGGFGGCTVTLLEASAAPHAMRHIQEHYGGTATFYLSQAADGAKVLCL
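Human GALK (5 nM) was incubated with 35 uM ATP and 100 uM galactose in 20 mM HEPES pH 8.0 with MgCl2, NaCl, DTT and BSA for 1 h at room temperature. Remaining ATP was measured by Kinase-Glo Plus luminescence.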
B2AR arrestin ag = beta-arrestin recruitment by human beta2-adrenergic receptor ligands; Potency, µM (highest dose often 46.1 µM), for the others: at the highest dose activation, most hits filed as activators; AID 1347077; P07550; 44,000 tested, under 10 active; HTLA Tango cells, beta-arrestin recruitment, luciferase luminescence, 18 h;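 also: potency is read from the fitted curve at half-maximal effect; 0% = DMSO and full agonism = EC100 isoproterenol or metaproterenol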
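First, Tango cells carrying beta2-AR and beta-arrestin fusions received compound up to 46 microM. After 18 hr at 37 degrees C, luciferase substrate was added for 15 minutes, then luminescence gave %Activity for curve fitting.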
PTAP-TSG101 blk = blocks PTAP binding to human TSG101, validation; Potency, µM (series often up to 115 µM), for inactives: at the highest dose activity change, negative = inhibition, actives largely listed as inhibitors; AID 1347069; 44,000 tested, under 10 active; Fluorescence polarization, FITC-PTAP peptide/Tsg101, 20 min; Q99816; also: potency is read from the fitted curve at half-maximal effect; 0% is about no effect
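Fluorescence polarization: Tsg101 binding domain (10 uM final) in 10 mM HEPES pH 7.5, 0.15 M NaCl, 0.01% Tween 20, 3 mM EDTA, 0.1 mM TCEP; compounds pinned; FITC-PTAP peptide 50 nM final; 20 min, r.t.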
NTMT1 inhibitor = inhibitors of human N-terminal methyltransferase NTMT1; Potency, µM (highest dose often 114 µM), without a hit: at the top dose activity change, negative = inhibition, usual class: inhibitors; NTMT1 MTase-Glo SAH luminescence, purified enzyme; AID 1645870; Q9BV86; actives 2.5% (n = 59,000);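 also: potency is read from the fitted curve at half-maximal effect; plate controls were DMSO vehicle for no effect and no enzyme for full effect; nearly all actives have a fitted effect of over 65% in size; many of its hits are not listed in these tables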
FH mod = Identification of activators of human fumarate hydratase by quantitative high-throughput screening. Fumarate hydratase, mitochondrial (Homo sapiens), P07954. FH coupled MDH/diaphorase resazurin fluorescence, 15 min. Potency, µM (series often up to 79.9 µM), without a hit: at the top dose activity change, negative = inhibition, hits mostly inhibitors. actives 0.22% (n = 54,000). AID 1347055, 2019; also: potency is read from the fitted curve at half-maximal effect; % is scaled to controls: 0 for no effect and ±100 for the full control effect; the screen sought activators but most active calls are inhibition curves; nearly all actives have a fitted effect of over 45% in size
Target sequence (P07954 whole entry, looked up): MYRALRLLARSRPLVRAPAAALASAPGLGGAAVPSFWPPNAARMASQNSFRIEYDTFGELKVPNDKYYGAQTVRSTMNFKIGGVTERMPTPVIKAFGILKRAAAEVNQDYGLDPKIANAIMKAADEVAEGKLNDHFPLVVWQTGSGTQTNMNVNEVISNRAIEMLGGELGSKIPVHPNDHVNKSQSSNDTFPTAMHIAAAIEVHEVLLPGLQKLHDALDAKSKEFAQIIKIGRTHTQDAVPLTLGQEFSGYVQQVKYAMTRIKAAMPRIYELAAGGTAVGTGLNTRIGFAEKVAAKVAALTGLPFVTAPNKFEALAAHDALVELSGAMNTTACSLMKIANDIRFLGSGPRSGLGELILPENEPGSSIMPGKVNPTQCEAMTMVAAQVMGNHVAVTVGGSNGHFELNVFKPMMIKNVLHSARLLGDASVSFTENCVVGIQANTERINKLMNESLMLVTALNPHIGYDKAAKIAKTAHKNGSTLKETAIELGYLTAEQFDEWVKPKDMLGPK
p53null 32C tox = selectivity test: cytotoxicity in p53 null cells, permissive temperature; H1299-neo p53 null cells, ATP luminescence, 24 h, 32C; Potency, µM (doses to about 46.1 µM), inactives show at the highest dose activity change, negative = cytotoxicity, actives largely listed as cytotoxic; actives 0.62% (n = 55,000); AID 903;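 also: potency is read from the fitted curve at half-maximal effect; 0% = DMSO only and -100% = full killing by 100 µM tamoxifen; nearly all actives have a fitted effect of over 55% in size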
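We seeded p53-null H1299-neo cells, incubated them overnight at 37C, and added compounds across a range up to 46 uM. After 24 hours at 32C, ATP reagent was applied for 20 min at room temperature and luminescence recorded.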
p53null 39C kill = kills p53 null cells at the nonpermissive temperature | H1299 p53-null (neo) cells, 39C, ATPlite viability, 24 h | AID 904 | Potency, µM (top dose mostly 46.1 µM), for the others: at the highest dose activity, negative = cell killing, usual class: cytotoxic | actives 0.97% (n = 55,000);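 also: potency is read from the fitted curve at half-maximal effect; 0% = DMSO only and -100% = full killing by 100 µM tamoxifen; nearly all actives have a fitted effect of over 50% in size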
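Following overnight plating at 37C (600 cells/well), H1299-neo or H1299-p53A138V cells are dosed up to 46 uM. Incubation lasts 24 hr at 39C before ATP detection.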
Starred values were filed as active, the others as inactive; ? = inconclusive; nt = no result given; [ ] = remark or other dose. Calls follow the shape of the dose curve; as a rule, active = well fitted curve in the direction sought with a large enough effect; inconclusive = small, poorly fitted or top-dose-only effect, or another doubt; inactive = no such curve, though single readings can be large; an effect the other way counts as inactive or inconclusive. This is a subset (hit frequency here may not be typical).

Results follow in this order: p53null 39C kill | PTAP-TSG101 blk | B2AR arrestin ag | p53null 32C tox | FH mod | NTMT1 inhibitor | GALK inhibitor
- CCc1cccc(C)c1Nc1c(-c2cccs2)nc2nc(C)cc(C)n12
  -13% | 2% | 1% | 0% | 0% | -11% | -8%
- Cc1nc2c(C(=O)N(C)Cc3ccccc3)c[nH]n2c(=O)c1Cc1ccc(Cl)cc1
  61%[activator] | 1% | 0% | 32%[activator] | 3% | 11% | 0%
- CCOC(=O)c1cccc(NC(=O)CN2C(=O)CC(C)(C)Sc3ccccc32)c1
  4% | -3% | -2% | 15% | -13% | -2% | -2%
- Cc1cccc(Cn2nnc(C(=O)Nc3cc(C)ccc3C)c2N)c1
  -9% | -2% | 1% | -12% | ? | 2% | 18%
- CC(=O)c1ccc(NS(=O)(=O)c2ccc(Br)s2)cc1
  -17% | -1% | -2% | 13% | 0% | 1% | 4%
- Oc1cccc(-c2nc3ncccn3c2Nc2cccc(C(F)(F)F)c2)c1
  19% | 1% | 1% | 27% | ? | ? | 0%
- CCCCNC(=O)C1CCN(C(=O)N2CC(C)Oc3ccc(Cl)cc32)CC1 (centres undefined)
  26% | -1% | 3% | 15% | 11% | -2% | 2%
- COc1ccc(CNC(=O)CSc2ncc3c(n2)-c2cc(Cl)ccc2N(Cc2ccccc2)S3(=O)=O)cc1
  -44% | 5% | 0% | -1% | ? | 13% | 2%
- COc1ccccc1Cn1cc(C(=O)c2ccccc2)c(=O)c2cc(OC)c(OC)cc21
  -3% | -6% | -1% | -5% | -18% | -16% | -2%
- COc1ccccc1NC(=O)c1sc2nc(-c3cc4ccccc4oc3=O)[nH]c(=O)c2c1C
  5% | 1% | 0% | -7% | 2% | 7% | 5%
- Cc1ccc(N2CCN(c3nc4ccccc4n4nnnc34)CC2)c(C)c1
  -13% | -1% | -3% | 5% | 0% | 8% | 0%
- O=C(CSc1nnc(-c2ccc(Cl)cc2)o1)c1ccc([N+](=O)[O-])cc1
  11% | -5% | 1% | 4% | -7% | 4% | 2%
- Cc1ccc(NC(=O)Cn2c(=O)n(-c3ccc(CC(=O)NCC4CCCO4)cc3)c(=O)c3ccccc32)cc1 (centres undefined)
  -11% | 1% | -2% | 5% | -21% | 2% | 0%
- c1ccc(C(c2cccs2)c2c[nH]c3ccccc23)cc1 (centres undefined)
  19% | -2% | 2% | 17% | -33% | 11% | -12%
- COc1ccc(NC(=O)CCS(=O)(=O)c2nc(-c3cccs3)cc(C(F)(F)F)n2)cc1
  143%[activator] | -7% | ? | ? | 5% | 14% | 0%
- COc1cccc(-c2nc(CS(=O)(=O)CC(=O)NCc3ccc(C)cc3)c(C)o2)c1
  -15% | 0% | -2% | 5% | -26% | 24% | 2%
- CCc1nc2ccc(C(=O)NCc3cccc(Br)c3)cc2nc1CC
  3% | -1% | 0% | -6% | -7% | -6% | 2%
- CCC(Sc1nc2nccnc2c(=O)n1Cc1ccc(OC)cc1)C(=O)NC1CCCCC1 (centres undefined)
  -28% | -1% | 0% | 3% | 0% | -8% | ?
- CSc1ccc(C2C(C(=O)Nc3ccccc3)=C(C)Nc3nc4ccccc4n32)cc1 (centres undefined)
  ? | 0% | 0% | ? | -2% | 10% | 7%
- COCCNc1nc2c(S(=O)(=O)c3ccc(C)c(C)c3)nnn2c2ccc(Cl)cc12
  14% | 1% | 1% | -5% | -9% | 21% | -1%
- COc1ccc(S(=O)(=O)NCCc2nnc3ccc(SCC(=O)Nc4cc(C)cc(C)c4)nn23)cc1
  ? | -6% | 0% | -2% | -13% | -23% | -5%
- Cc1cc(NC(=O)CCn2c(=O)c3cccn3c3cccnc32)ccc1Br
  -19% | 2% | -1% | -7% | -13% | -9% | 4%
- O=C(NCCn1cc(SCc2cccc(F)c2)c2ccccc21)c1cccc(C(F)(F)F)c1
  nt | 3% | 0% | nt | -34% | -7% | 8%
- CN(Cc1ccccc1)C(=O)CSc1nc(-c2ccc(F)cc2)cc(C(F)(F)F)n1
  7% | 0% | 0% | 20% | -10% | 8% | 2%
- O=C(Nc1cc(-c2ccc(F)c(F)c2)no1)c1ccccc1F
  -10% | -7% | 0% | -8% | 4% | ? | -3%
- COc1ccccc1C1=NS(=O)(=O)N(C)C(C(=O)Nc2cc(OC)c(OC)c(OC)c2)=C1
  -15% | -1% | 0% | -12% | -23% | 1% | -13%
- Cc1cc(C)cc(NC(=O)N2CCC(CN3CCc4ccccc4C3)CC2)c1
  -10% | 1% | 0% | -3% | ? | 13% | 1%
- CCc1ccc(OC(=O)c2sc3ncn(Cc4cccc(F)c4)c(=O)c3c2C)cc1
  5% | -1% | 8% | 5% | -12% | 8% | 0%
- COC(=O)c1ccccc1NC(=O)CN(c1ccc(Cl)cc1)S(=O)(=O)c1ccc(OC)cc1
  12% | 0% | -1% | 9% | -6% | 10% | -1%
- COc1ccc(C)cc1Nc1nc(-c2cccc(Cl)c2)c2c(n1)-c1ccccc1OC2
  -10% | -10% | -3% | -1% | 25% | -4% | 2%
- CCOc1ccccc1NC(=O)Cn1c(=O)n(CCCC(=O)NCCOC)c(=O)c2cc(OC)c(OC)cc21
  7% | -5% | -1% | 0% | 9% | -7% | -4%
- CCOC(=O)C(CC)Sc1ncnc2sc3c(c12)CCCC3 (centres undefined)
  19% | -14% | 1% | 24% | 1% | 6% | 0%
- Cc1ccc(CNC(=O)CCCCn2c(=O)c3ccccc3n(Cc3c(C)cc(C)cc3C)c2=O)cc1
  18% | -1% | 0% | 6% | -6% | 5% | 1%
- COc1ccccc1N(CC(=O)Nc1ccc2c(c1)OCO2)S(=O)(=O)c1ccc(C)cc1
  14% | -1% | -2% | -1% | -12% | -2% | 0%
- CCOC(=O)c1ccccc1NC(=O)CN(c1cc(C(F)(F)F)ccc1Cl)S(C)(=O)=O
  19% | -11% | -2% | 18% | -21% | 8% | 0%
- COc1ccc(NC(=O)CCn2c(=O)c3cccn3c3ccccc32)c(OC)c1
  4% | -8% | 1% | 13% | -21% | 5% | 0%
- COc1ccc(-c2noc(N3CCC(C(=O)Nc4cccc(C)c4C)CC3)n2)cc1
  -23% | 0% | 0% | -13% | -2% | 1% | 0%
- O=C(CSc1nc(=O)[nH]c2c1CCC2)NCc1ccc(Cl)cc1
  -3% | -8% | -4% | 1% | -9% | -5% | -9%
- CCOc1ccc2ncc3c(-c4ccccc4)nn(CC(=O)Nc4cccc(F)c4)c3c2c1
  -23% | -12% | 0% | 4% | -1% | 2% | 2%
- CCc1cccc(NC(=O)c2c(C)oc3ncnc(N4CCCCC4)c23)c1
  0% | -1% | 0% | -4% | -16% | -2% | 1%
- COc1cc(NC(=O)CSc2ccc(-c3ccccn3)nn2)cc(OC)c1
  ? | 2% | -1% | -28% | -14% | 18% | 6%
- CCCCOC(=O)/C(C#N)=C\c1ccc(-c2ccc(Cl)cc2)o1
  25% | 6% | 0% | 7% | -8% | -17% | 1%
- COc1cccc(CNS(=O)(=O)c2ccc3c(c2)C(C(C)C)C(=O)N3)c1 (centres undefined)
  3% | -7% | 0% | 6% | -5% | 8% | 1%
- CCOC(=O)c1ccc(N2C(=O)c3n[nH]c(-c4cccs4)c3C2c2cccc(OC)c2)cc1 (centres undefined)
  72%[activator] | -1% | 0% | 43%[activator] | -31% | 5% | 0%
- O=C(COc1ccccc1)Nc1nnc2n1CCS2
  15% | 0% | 1% | 4% | 18% | 7% | -7%
- COc1ccc(Cl)cc1NC(=O)CCS(=O)(=O)c1nc(-c2cccs2)cc(C(F)(F)F)n1
  ? | 1% | 1% | 14% | -16% | 11% | -3%
- COc1ccc(C2C=C(c3ccccc3)Nc3nc(NC(=O)c4cccc([N+](=O)[O-])c4)nn32)cc1 (centres undefined)
  -3% | 1% | -3% | -1% | 7% | 20% | 4%
- CC(=O)c1ccc(S(=O)(=O)N2CCn3cccc3C2c2ccc(C)cc2)cc1 (centres undefined)
  4% | 3% | -2% | -1% | -10% | -2% | -2%

Rewritten as labelled records: two of the compounds above
COc1ccc(Cl)cc1NC(=O)CCS(=O)(=O)c1nc(-c2cccs2)cc(C(F)(F)F)n1
  p53null 39C kill = ?; PTAP-TSG101 blk = 1%; B2AR arrestin ag = 1%; p53null 32C tox = 14%; FH mod = -16%; NTMT1 inhibitor = 11%; GALK inhibitor = -3%

COc1ccc(C2C=C(c3ccccc3)Nc3nc(NC(=O)c4cccc([N+](=O)[O-])c4)nn32)cc1 (centres undefined)
  p53null 39C kill = -3%; PTAP-TSG101 blk = 1%; B2AR arrestin ag = -3%; p53null 32C tox = -1%; FH mod = 7%; NTMT1 inhibitor = 20%; GALK inhibitor = 4%

Part of the list above, set out differently:
| Structure | p53null 39C kill | PTAP-TSG101 blk | B2AR arrestin ag | p53null 32C tox | FH mod | NTMT1 inhibitor | GALK inhibitor |
| --- | --- | --- | --- | --- | --- | --- | --- |
| CCOc1ccccc1NC(=O)Cn1c(=O)n(CCCC(=O)NCCOC)c(=O)c2cc(OC)c(OC)cc21 | 7% | -5% | -1% | 0% | 9% | -7% | -4% |
| CCOC(=O)C(CC)Sc1ncnc2sc3c(c12)CCCC3 (centres undefined) | 19% | -14% | 1% | 24% | 1% | 6% | 0% |
| Cc1ccc(CNC(=O)CCCCn2c(=O)c3ccccc3n(Cc3c(C)cc(C)cc3C)c2=O)cc1 | 18% | -1% | 0% | 6% | -6% | 5% | 1% |
| COc1ccccc1N(CC(=O)Nc1ccc2c(c1)OCO2)S(=O)(=O)c1ccc(C)cc1 | 14% | -1% | -2% | -1% | -12% | -2% | 0% |
| CCOC(=O)c1ccccc1NC(=O)CN(c1cc(C(F)(F)F)ccc1Cl)S(C)(=O)=O | 19% | -11% | -2% | 18% | -21% | 8% | 0% |
| COc1ccc(NC(=O)CCn2c(=O)c3cccn3c3ccccc32)c(OC)c1 | 4% | -8% | 1% | 13% | -21% | 5% | 0% |
| COc1ccc(-c2noc(N3CCC(C(=O)Nc4cccc(C)c4C)CC3)n2)cc1 | -23% | 0% | 0% | -13% | -2% | 1% | 0% |
| O=C(CSc1nc(=O)[nH]c2c1CCC2)NCc1ccc(Cl)cc1 | -3% | -8% | -4% | 1% | -9% | -5% | -9% |
| CCOc1ccc2ncc3c(-c4ccccc4)nn(CC(=O)Nc4cccc(F)c4)c3c2c1 | -23% | -12% | 0% | 4% | -1% | 2% | 2% |
| CCc1cccc(NC(=O)c2c(C)oc3ncnc(N4CCCCC4)c23)c1 | 0% | -1% | 0% | -4% | -16% | -2% | 1% |
| COc1cc(NC(=O)CSc2ccc(-c3ccccn3)nn2)cc(OC)c1 | ? | 2% | -1% | -28% | -14% | 18% | 6% |
| CCCCOC(=O)/C(C#N)=C\c1ccc(-c2ccc(Cl)cc2)o1 | 25% | 6% | 0% | 7% | -8% | -17% | 1% |
| COc1cccc(CNS(=O)(=O)c2ccc3c(c2)C(C(C)C)C(=O)N3)c1 (centres undefined) | 3% | -7% | 0% | 6% | -5% | 8% | 1% |
